Source: PubChem
14-3-3 PPI: modulators of 14-3-3 gamma protein binding, primary screen, biochemical, fluorescence polarization; actives 0.19% (n = 160,000); FP, 14-3-3gamma / TMR-pS259-Raf peptide binding; inhibition, % at 40 µM; 14-3-3 protein gamma (Homo sapiens), P61981; in the data active means inhibition above about 30%;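 further: 0% = protein plus tracer without compound and 100% = blank with tracer alone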
Target sequence (P61981 whole entry, looked up): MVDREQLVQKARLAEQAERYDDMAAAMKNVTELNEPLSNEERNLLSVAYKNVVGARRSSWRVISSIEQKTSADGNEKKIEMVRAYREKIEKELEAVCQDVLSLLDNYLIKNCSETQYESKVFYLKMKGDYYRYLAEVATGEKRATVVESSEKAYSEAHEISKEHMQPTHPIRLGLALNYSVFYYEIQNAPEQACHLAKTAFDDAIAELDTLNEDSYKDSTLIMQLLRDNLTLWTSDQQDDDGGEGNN
* hit, by the source's call; & = joins results of further samples. The list is partial. The share of hits here may be higher or lower than overall.

SMILES | 14-3-3 PPI
COc1cccc(C=Nc2ccc(S(=O)(=O)Nc3ccc(F)cc3)cc2)c1O | 5
Cc1ccc(S(=O)(=O)N(C)CCC#N)cc1 | -1
CCC(C)N(Cc1cn(CC)c2ccccc12)C(=O)Nc1ccc(C)c(C)c1 (configuration not stated) | -2
CCCCOc1ccc(S(=O)(=O)Nc2ccccn2)cc1 | -6
Cn1ccc(C(=O)Nc2sc3c(c2C#N)CCC3)n1 | -54
Cc1cccc(C)c1OCC(=O)Nc1nc2ccccc2s1 | -4
CN(C)c1ccc(C(=S)NCc2ccco2)cc1 | -5
CCN(CC)c1ccc(C2NC(=O)NC(C)=C2C(=O)OCc2ccccc2)cc1 (configuration not stated) | 8
Cc1cccc(-c2c3c(=O)n(C)c(=O)n(C)c3cn2-c2ccccc2O)c1 | -8
COc1ccc(CNc2ccc3c(c2)ncn3C(C)(C)C)cc1 | 1
CC(NC(=O)C1CCCCC1)C(c1cccs1)N1CCOCC1 (configuration not stated) | 8
Cn1cccc1Cc1nnc(SCC(=O)N2CCCC2)n1CCc1ccccc1 | -1
CCN(CC)CCn1c(SCC(=O)NCc2ccco2)nc2c(sc3ccccc32)c1=O | -10
c1ccc(Nc2nc(N3CCCCC3)nc(N3CCNCC3)n2)cc1 | 4
CCOc1ccc(NC(=O)CSc2nnc3c(C)cc4ccccc4n23)cc1 | -3
Cc1ccc(NC(=O)c2oc(=O)c3ccccc3c2-c2ccccc2)cc1F | -3
CCOC(=O)C(Cc1ccc(N)cc1)N1C(=O)c2ccccc2C1=O (configuration not stated) | -3
CCn1c(=O)c2cc(C(=O)NCCN3CCOCC3)sc2c2ccccc21 | -4
O=C1C(Nc2ccc(F)cc2)=C(N2CCOCC2)C(=O)c2ccccc21 | 5
CC1CCCCN1S(=O)(=O)c1ccc(NC(=O)c2cccs2)cc1 (configuration not stated) | -5&1
CCC(Sc1nc2c(c(=O)n1-c1ccc(C)cc1)SCC2)C(=O)OC (configuration not stated) | -3
S=c1nc(Nc2ccc(Oc3ccc(Cl)cc3)cc2)c2ccccc2[nH]1 | -14
CCn1c(=O)c(C(=O)Nc2cccnc2)c(O)c2ccccc21 | -5&-2
CN1C(=O)c2ccc(C(=O)NC3CCCCC3)cc2C1=O | -8
CC(C)c1cc(C(C)C)c(S(=O)(=O)NCCCN(C)C)c(C(C)C)c1 | -8

Filtered by structure, those above containing a halogen (4)
SMILES | 14-3-3 PPI
COc1cccc(C=Nc2ccc(S(=O)(=O)Nc3ccc(F)cc3)cc2)c1O | 5
Cc1ccc(NC(=O)c2oc(=O)c3ccccc3c2-c2ccccc2)cc1F | -3
O=C1C(Nc2ccc(F)cc2)=C(N2CCOCC2)C(=O)c2ccccc21 | 5
S=c1nc(Nc2ccc(Oc3ccc(Cl)cc3)cc2)c2ccccc2[nH]1 | -14

(listing goes on)
SMILES | 14-3-3 PPI
O=c1cc(Nc2ccc(N3CCCCC3)cc2)[nH]c(=O)[nH]1 | -13
Cc1ccc(-n2ncc3c(=O)[nH]c(SCC(=O)Nc4ccc(F)cc4)nc32)cc1 | -2
Cc1cc(OCCc2c(C)n[nH]c2C)cc(C)c1Cl | 2
N#Cc1c(-c2ccccc2)cc(-c2cccc(Br)c2)nc1N | -10
COc1ccc(-n2c(=O)c3ccccc3n(Cc3ccc(C)cc3)c2=O)c(OC)c1 | 3
CC1CCCCN1C(=O)CSc1nc2cc3c(cc2c(=O)n1Cc1ccc2c(c1)OCO2)OCO3 (configuration not stated) | -3
CCCCCC#CCC#CCC#CCC#CCCCC(=O)O | -58
CCCn1c(CNC(=O)c2ccccc2)nc2ccccc21 | -5
O=C(C1CCC1)N1CCc2cc(S(=O)(=O)NCc3ccco3)ccc21 | 2
COC(=O)c1ccc(C(F)(F)C(F)(F)c2ccc(C(=O)OC)cc2)cc1 | -4
CCOc1ccc(C(=O)CCN2CCCCC2)cc1 | -2
COc1nccnc1NS(=O)(=O)c1ccc(NC(=O)c2cccc([N+](=O)[O-])c2)cc1 | 7
COc1ccc(CCNC(=O)Cn2cnc3c2c(=O)n(C)c(=O)n3C)cc1OC | -2
Cc1ccc2cc(C(c3nnnn3C(C)(C)C)N3CCCC3)c(=O)[nH]c2c1C (configuration not stated) | -6
CC(=O)Nc1cc(C(=O)c2ccccc2)ccc1N1CCOCC1 | -2
COc1cc(NC(=O)c2c(-c3ccccc3)noc2C)c(OC)cc1NC(=O)c1ccccc1 | -179
CCCCOC(=O)c1ccc(NC(=O)C23CC4CC(C2)CC(n2cnc([N+](=O)[O-])n2)(C4)C3)cc1 | -3
Cc1ccc(OCC(=O)Nc2ccc(S(=O)(=O)N3CCc4ccccc43)cc2)c(Br)c1 | -41
CCCCN(CC)C(=O)c1nn(-c2ccccc2OC)c(=O)c2ccccc12 | -3
COC(=O)c1cccc(OC(N)=O)c1 | -4
Cc1ccc(-c2c3c(=O)n(C)c(=O)n(C)c3cn2-c2ccccc2O)cc1 | -1
NS(=O)(=O)c1ccc(CCNC(=O)c2cccn3c(=O)c4cc5ccccc5cc4nc23)cc1 | 91*
Cc1nc(Nc2nc(=O)c3ccccc3n2C)nc2c(C)cccc12 | -65
O=C(CCC1N=C2c3ccccc3N=C(SCc3ccc(Cl)cc3)N2C1=O)NCc1cccs1 (configuration not stated) | -5
O=C(Nc1nc2c(cc3c4c(cccc42)CC3)s1)c1ccc(S(=O)(=O)N2CCCCC2)cc1 | -17
Continuation:
SMILES | 14-3-3 PPI
CCOc1ccccc1NC(=O)c1sc2ncn(Cc3ccccc3F)c(=O)c2c1C | -12
COC(=O)c1c[nH]n2c(=O)cc(CCl)nc12 | -34
Cc1ccc(NC2c3ncccc3C(=O)N2C2CCCCC2)cc1 (configuration not stated) | -11
CC1(C)CC(=O)C2=C(C1)OC(/N=C/N1CCOCC1)=C(C#N)C2c1ccccc1 (configuration not stated) | 0
Cc1ccc(S(=O)(=O)Nc2ccc(OC(C)C)cc2)cc1 | 8
Brc1ccc(Nc2ncnc3c2cnn3Cc2ccccc2)cc1 | -9
COc1ccc(NC(=O)c2cn(CC(C)C)c(=O)c3cc(OC)c(OC)cc23)cc1Cl | -6
CN1CC(=O)Nc2ccc(F)cc2C1=O | -4
CCSc1nc2ccccc2n1CC(=O)Nc1ccc(C)c(C)c1 | -1
CCc1ccc(NC(=O)CSc2nnc(-c3ccc(N)cc3)n2C)cc1 | -2
COc1ccc(S(=O)(=O)N2CCC(C(=O)Nc3ccc4c(c3)OCCO4)CC2)cc1 | -8
NCc1cnc2c(c1)CCC2 | -1
Cc1ccc(-n2ncc3c(=O)[nH]c(SCC(=O)N4CCOCC4)nc32)cc1 | -4&12
O=C(CSc1nc2ccc(N3CCOCC3)cc2c(=O)n1Cc1ccc2c(c1)OCO2)NCc1ccco1 | -11
O=C(CCS(=O)(=O)c1cc(Br)cc2c1N(C(=O)C1CC1)CC2)Nc1cccc(Cl)c1 | -9
CCOC(=O)c1c(NC(=O)CCN2C(=O)c3cccc([N+](=O)[O-])c3C2=O)sc2c1CCC2 | 1
Cc1ccc(NCN2C(=O)C3C4C=CC(C4)C3C2=O)cc1 (configuration not stated) | -6
O=C(CSc1nc2c(c(=O)n1-c1ccccc1)SCC2)N1CCCc2ccccc21 | -22
COC(=O)C1CCN(C(=O)c2cc(-c3ccccc3)nc3ccccc23)CC1 | 3
CC(C)(C)n1nc2c(c1NC(=O)c1ccc(Cl)cc1)CS(=O)(=O)C2 | -2
CCN(CC)CCNC(=O)Cc1nn(CC)c(=O)c2ccccc12 | 0
CCOC(=O)c1ccc2c(c1)n(CCO)c(C)[n+]2CC | -8&-7
CC1=C(C(=O)Nc2cccc(Cl)c2)C(c2cccc(Cl)c2)NC(=O)N1 (configuration not stated) | -2
CCCCOc1ccc(OCCNS(=O)(=O)N(C)C)cc1 | 0
CC(=O)Nc1ccc(OCC=C(Cl)Cl)cc1 | -6
Next structures follow.
SMILES | 14-3-3 PPI
O=C(CCCn1c(=O)c2sccc2n(Cc2cc(=O)n3ccccc3n2)c1=O)NCc1ccco1 | 3
CCOC(=O)c1sc2nccc(N(C)C)c2c1N=CN(C)C | 1
COc1ccc(CN2C(=O)CCC2(C)C(=O)NC2CCCCC2)c(OC)c1 (configuration not stated) | -8
O=C(c1ccc(C(F)(F)F)cc1)N1CCN=C1SCc1ccccc1 | -6
CC(=O)c1sc2ccccc2c1OC(=O)c1ccccc1F | 6
Cc1ccc(CNC(=O)CCCn2c(=O)c3sccc3n(Cc3cc(=O)n4ccccc4n3)c2=O)cc1 | -2
CCS(=O)(=O)CCSc1nnc(N)s1 | 4
COc1ccc(CN2C(=O)CC(C(=O)NCCc3ccccc3)SC2=Nc2ccc(Cl)cc2)cc1 (configuration not stated) | 16
CC1CC(C)(C)NC(=S)S1 (configuration not stated) | 10
CCC(C)Sc1oc(-c2cccs2)nc1S(=O)(=O)c1ccc(Br)cc1 (configuration not stated) | -117
COc1ccc(N2C(=O)CSC23C(=O)N2CCCc4cccc3c42)cc1 (configuration not stated) | -3
CN1CCN(Cc2c(O)ccc3c2oc(=O)c2ccccc23)CC1 | -1
CCOC(=O)c1c(NC(=O)CCN2CCC(C)CC2)sc2c1CCC2 | -4
Cc1ccccc1C(=O)c1cccn1CC(=O)NCc1ccco1 | -18
O=C(O)c1ccc(NC2OC(CO)C(O)C(O)C2O)cc1 (configuration not stated) | -4
CCOc1ccc(-c2nc3cc(NC(=O)CCn4c(=S)oc5ccccc54)ccc3o2)cc1 | -5
COc1cc(-c2ccc(C=Cc3[nH]c(=O)[nH]c(=O)c3[N+](=O)[O-])o2)c(OC)cc1Cl | -68
Cc1cc(C(=O)NC2CCCC2)on1 | 5
CCC(=O)Nc1nc(C)c(-c2csc(Nc3cccc([N+](=O)[O-])c3)n2)s1 | 6
COC(=O)c1ccccc1NC(=O)C12CCC(C)(C(=O)O1)C2(C)C (configuration not stated) | -3
O=C(CSc1nnnn1C1CCCCC1)NCc1ccc2c(c1)OCO2 | 6
O=C1CC(N2CCN(C34CC5CC(CC(C5)C3)C4)CC2)C(=O)N1c1ccc(Cl)cc1 (configuration not stated) | 0
O=C(Nc1ncc(Cc2ccccc2Cl)s1)C1CCCCC1 | -3
CCCN(c1ccc(OCC)cc1)c1ncnc2nc[nH]c12 | 4
O=C(Nc1cccc2ccc(-c3cnc4ccccc4c3)nc12)c1ccccc1 | -8

Some of these compounds in order of SMILES length, rising:
SMILES | 14-3-3 PPI
CCS(=O)(=O)CCSc1nnc(N)s1 | 4
O=C(Nc1ncc(Cc2ccccc2Cl)s1)C1CCCCC1 | -3
CCCN(c1ccc(OCC)cc1)c1ncnc2nc[nH]c12 | 4
COC(=O)c1ccccc1NC(=O)C12CCC(C)(C(=O)O1)C2(C)C (configuration not stated) | -3
CCC(=O)Nc1nc(C)c(-c2csc(Nc3cccc([N+](=O)[O-])c3)n2)s1 | 6
CCOc1ccc(-c2nc3cc(NC(=O)CCn4c(=S)oc5ccccc54)ccc3o2)cc1 | -5
COc1cc(-c2ccc(C=Cc3[nH]c(=O)[nH]c(=O)c3[N+](=O)[O-])o2)c(OC)cc1Cl | -68

Returning to the listing with the two entries that preceded the break.
SMILES | 14-3-3 PPI
CCCN(c1ccc(OCC)cc1)c1ncnc2nc[nH]c12 | 4
O=C(Nc1cccc2ccc(-c3cnc4ccccc4c3)nc12)c1ccccc1 | -8
COC(=O)c1cccc(Nc2nc3ccccc3nc2C)c1 | -5
COc1cc2c(cc1OC)C1(CCCC1)C(N)=C2C#N | -1
CCCCCn1c(SCCC(C)C)nc2c1c(=O)[nH]c(=O)n2C | -13
CC1(O)CC(c2ccccc2)SC(c2ccccc2)C1 (configuration not stated) | 6
Clc1ccc(-n2ncc3c(NCc4cccs4)ncnc32)cc1 | 0
CCOC(=O)c1c(N)sn(-c2ccccc2)c1=S | -2
CCCn1c(SCC(N)=O)nnc1-c1ccco1 | -1
COC(=O)C1=C(C)Nc2nnnn2C1c1ccc(C(=O)OC)cc1 (configuration not stated) | 5
CCOC(=O)c1cc(Oc2nc(C)nc3sc4c(c23)CCC4)cc(C(=O)OCC)c1 | -5
CCn1c(SCC(=O)NCCc2ccccc2)nnc1-c1cccs1 | 3
Cc1c(NC(=O)c2ccc(N(Cc3ccc(Cl)cc3)S(C)(=O)=O)cc2)c(=O)n(-c2ccccc2)n1C | -1
COc1cccc(C(=O)NCc2n[nH]c(=S)n2-c2cccc(Cl)c2)c1 | 4
CS(=O)(=O)N1CCC(C(=O)Nc2cccc(C(F)(F)F)c2)CC1 | 1
O=C(O)CCC(=O)NCCn1c(-c2ccccc2)csc1=Nc1ccccc1 | -10
NC(N)=NC(N)=Nc1ccccc1 | -1
O=C1CC(c2cccs2)Sc2nc(-c3ccccc3)c(-c3ccccc3)n21 (configuration not stated) | -13
COc1cc(C(=O)NCC2(c3ccccc3)CCOCC2)cc(OC)c1OC | -2
Cc1cccc(NC(=O)C2CCN(S(=O)(=O)c3cccnc3)CC2)c1C | -6
CCOC(=O)c1c(C)oc2ccc(OCC(=O)C(C)(C)C)cc12 | 5&-12
CCOC(=O)CC1=C(C(=O)OCC)C(c2ccc(OC)c(OC)c2)C(C#N)=C(N)O1 (configuration not stated) | -4
COc1ccc(NC(=O)Nc2ccc(C)cc2OC(F)F)cc1OC | 2
Cc1cc(C)cc(-n2c(=O)c3sccc3n(CC(=O)Nc3ccccc3F)c2=O)c1 | -4
Nc1cc(C(=O)c2cccs2)ccc1Cl | 2
Cc1cccn2c(=O)c3cc(C(=O)Nc4ccc(F)cc4)sc3nc12 | -2
Cc1ccc(F)c(NC(=O)C2CC(=O)N(c3ccc(C)c(C)c3)C2)c1 (configuration not stated) | 1
(next part)
SMILES | 14-3-3 PPI
COc1ccc(C2(CNS(=O)(=O)c3ccccc3)CCCC2)cc1OC | 0
CCCOC(=O)Nc1nc2ccccc2o1 | -12
N#Cc1nc(-c2cccs2)oc1NCCN1CCOCC1 | 12
CCOC(=O)c1c(NC(=O)c2nccnc2C(=O)O)sc2c1CCCC2 | -11
CCC1CCCCN1S(=O)(=O)c1ccc(C(=O)N=c2sc3ccccc3n2C)cc1 (configuration not stated) | 0
CC(=O)C1C(c2ccc(C(C)C)cc2)NC(=O)NC1(O)C(F)(F)F (configuration not stated) | 4
Cc1ccc(Cc2c(C)nc3nc(SCC(=O)NCc4ccc(F)cc4)nn3c2C)cc1 | 8
COc1ccc(C2CC(=O)C3=C(C2)Nc2ccccc2NC3c2cccc(Br)c2)cc1OC (configuration not stated) | -10
